Screening data from PubChem BioAssay.
MCL1 BIM primary: MCL1-BIM-BH3 interaction inhibition (human); GST-MCL1 / FITC-Bim-BH3 fluorescence polarization; inhibition, % at 10.9 µM; 320,000 compounds, 0.68% hits;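 active = inhibition above the mean inhibition of all tested compounds plus 3 SD, set per campaign, cut at about 40% in these data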;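 also: 0% = DMSO wells and 100% = unlabeled Bim-BH3 peptide control; higher means more loss of mP so more displacement of Bim peptide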
GLD-1 TGE inh: GLD-1-TGE RNA interaction inhibition (C. elegans); 320,000 compounds, 0.44% hits; purified GLD-1 + fluorescein TGE RNA, fluorescence polarization; Q17339; AID 2280; inhibition, % at 5.96 µM;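 active = percent inhibition above a per-plate cutoff, the plate mean of test compounds plus 3 SD, cut at about 30% in these data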;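 also: 0% = DMSO wells with GLD-1 and probe and 100% = wells lacking GLD-1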
AGP1 TOR yeast: alters AGP1-GFP fluorescence in TOR pathway yeast screen; S. cerevisiae AGP1-GFP multiplex flow cytometry, 3 h; GFP as percent of DMSO wells; GFP response vs DMSO, % at 10 µM; 320,000 compounds, 0.02% hits; AID 2066;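 active = GFP response relative to DMSO above a set limit, near screen average plus 3 SD, cut at about 150% in these data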;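 also: median GFP channel fluorescence of the gated AGP1 strain per well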
Fam108B counter: blocks mouse Fam108B hydrolase in RBBP9 counter-screen | recombinant Fam108B, FP-Rh probe fluorescence polarization | inhibition, % at 9.51 µM | 300,000 compounds, 0.33% hits;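 active = inhibition above the screen mean inhibition plus 3 SD, computed separately per campaign, cut at about 18% in these data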;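 also: inhibitors lower polarization as less probe binds the enzyme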
GRK2 aptamer HTS: human GRK2 inhibition via aptamer displacement | inhibition of aptamer binding, % at 10 µM | 330,000 compounds, 0.59% hits | bead flow cytometry, FAM-aptamer displacement from GRK2 | P25098;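 active = inhibition of aptamer binding above 40%, roughly 3 SD of noise, on plates passing a quality check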;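 also: median bead fluorescence of bound FAM aptamer so fluorescent compounds give negative values; no value below 0 was filed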
CIT2 TOR yeast: modulators of TOR pathway CIT2-GFP in S. cerevisiae. S. cerevisiae CIT2-GFP strain, flow cytometry, 3 h; 100 means same as DMSO wells. GFP response vs DMSO, % at 10 µM. 320,000 compounds, 0.065% hits;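 active = GFP response relative to DMSO above a set limit, near the screen mean plus 3 SD, cut at about 150% in these data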;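 also: ratio of well median GFP fluorescence to mean of DMSO wells on the plate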
BCLXL inh: Bcl-xL (human) inhibition; inhibition, % at 10.9 µM; Q07817; 320,000 compounds, 0.7% hits; GST-Bcl-xL / FITC-Bim BH3 peptide fluorescence polarization;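 active = inhibition above the mean of all tested compounds plus 3 SD, cutoff set per campaign, cut at about 30% in these data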;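 also: 0% = DMSO wells and 100% = unlabeled Bim-BH3 peptide competitor; inhibitors lower millipolarization by displacing the labeled peptide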
VLA-4 inh: inhibition in a human VLA-4 binding assay | P13612 | VLA-4 expressing cells, ligand binding flow cytometry | inhibition, % (about 7 µM as worked out from the volumes in the protocol) | 330,000 compounds, 0.2% hits | AID 2557; in the data active = inhibition above about 50%
Target sequence (P13612 whole entry, looked up): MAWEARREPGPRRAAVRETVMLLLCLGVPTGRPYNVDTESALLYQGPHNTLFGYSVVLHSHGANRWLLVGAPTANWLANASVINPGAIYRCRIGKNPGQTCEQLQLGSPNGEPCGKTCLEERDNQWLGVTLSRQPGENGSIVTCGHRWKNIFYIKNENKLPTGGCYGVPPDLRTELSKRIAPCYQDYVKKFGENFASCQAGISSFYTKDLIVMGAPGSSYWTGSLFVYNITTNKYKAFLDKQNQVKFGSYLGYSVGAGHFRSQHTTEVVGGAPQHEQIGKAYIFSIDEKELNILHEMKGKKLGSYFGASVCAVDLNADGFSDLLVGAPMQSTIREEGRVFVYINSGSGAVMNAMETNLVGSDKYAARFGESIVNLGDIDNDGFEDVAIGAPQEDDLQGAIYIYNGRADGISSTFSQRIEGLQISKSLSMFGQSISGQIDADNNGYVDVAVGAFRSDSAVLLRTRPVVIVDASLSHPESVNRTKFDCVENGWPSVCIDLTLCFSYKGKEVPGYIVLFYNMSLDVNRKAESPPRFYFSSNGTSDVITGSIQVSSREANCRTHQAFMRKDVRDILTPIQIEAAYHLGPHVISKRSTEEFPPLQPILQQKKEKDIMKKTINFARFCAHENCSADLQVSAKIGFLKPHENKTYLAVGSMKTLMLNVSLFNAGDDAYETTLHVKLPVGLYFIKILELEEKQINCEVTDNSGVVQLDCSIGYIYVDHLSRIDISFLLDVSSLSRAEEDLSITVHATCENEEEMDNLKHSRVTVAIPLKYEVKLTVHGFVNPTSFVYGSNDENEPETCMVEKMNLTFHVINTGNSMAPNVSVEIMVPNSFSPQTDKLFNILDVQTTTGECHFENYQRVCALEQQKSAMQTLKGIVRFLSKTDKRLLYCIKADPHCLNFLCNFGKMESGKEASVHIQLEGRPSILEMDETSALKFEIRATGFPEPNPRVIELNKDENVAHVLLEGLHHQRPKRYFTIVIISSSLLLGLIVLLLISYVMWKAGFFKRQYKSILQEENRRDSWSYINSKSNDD
MEX-5 binding: C. elegans MEX-5 TCR-2 RNA binding activity | MEX-5/FITC-TCR2 RNA binding, fluorescence polarization; active compounds read low | 300,000 compounds, 0.38% hits | activity score (negative = inhibition of binding), % at 10 µM | AID 1832;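 active = inhibition past about -25% in most replicates, and total fluorescence under double the plate's negative control median, limit read from the data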;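 also: 0% = DMSO and -100% = 5 µM competing unlabeled TCR2 RNA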
* hit, by the source's call; · = no result given.

Letters – A = MCL1 BIM primary; B = GLD-1 TGE inh; C = AGP1 TOR yeast; D = Fam108B counter; E = GRK2 aptamer HTS; F = CIT2 TOR yeast; G = BCLXL inh; H = VLA-4 inh; I = MEX-5 binding
CCn1c(/C=N/c2nc3ccccc3n2C)nc2ccccc21
  A: 4.9; B: 6.0; C: 102.5; D: -2.7; E: 1.0; F: 90.4; G: 4.7; H: 20.4; I: 1.1
O=C(CN1C(=O)CCSc2ccc(S(=O)(=O)N3CCOCC3)cc21)Nc1cccc(F)c1
  A: -1.4; B: 2.0; C: 96.6; D: 0.1; E: 15.0; F: 104.5; G: -0.6; H: 6.9; I: -2.3
O=C(NCc1ccccn1)C1CCC(=O)N1C1CCCCC1 (centres undefined)
  A: -3.0; B: 2.1; C: 100.3; D: -2.2; E: 2.0; F: 102.8; G: 1.0; H: 4.5; I: -0.4
COC(=O)C1=C(N)Oc2cc(C)[nH]c(=O)c2C1c1cc(OC)c(OC)c(OC)c1 (centres undefined)
  A: 0.0; B: 6.0; C: 114.2; D: -2.2; E: 0.0; F: 104.4; G: 0.8; H: 25.6; I: -0.3
Cc1ccc(C(C(=O)NC2CCCCC2)N(Cc2cccnc2)C(=O)C2COc3ccccc3O2)o1 (centres undefined)
  A: 3.0; B: 2.2; C: 94.6; D: -1.4; E: 1.0; F: 100.3; G: 5.1; H: 23.8; I: 1.0
CC(=O)N/C(=C\c1ccccc1)C(=O)OCC(=O)N(CC(C)C)c1c(N)n(Cc2ccccc2)c(=O)[nH]c1=O
  A: -24.1; B: -6.3; C: 98.9; D: 1.3; E: 4.0; F: 99.5; G: -14.2; H: 4.8; I: -0.4
Cc1nc(-c2cccc(NC(=O)c3ccc(-n4cccn4)cc3)c2)cs1
  A: 1.6; B: -1.1; C: 99.5; D: ·; E: 2.0; F: 93.3; G: 6.3; H: 8.0; I: ·
COCCNC(=O)CCc1nnc2ccc(N3CCC(C)CC3)nn12
  A: 1.9; B: -6.6; C: 102.9; D: 0.7; E: 0.0; F: 116.3; G: 5.3; H: 9.1; I: 0.1
COc1ccc(NC(=O)C2CCCCN2N)cc1OC (centres undefined)
  A: 7.4; B: 6.4; C: 109.4; D: 0.4; E: 0.0; F: 96.8; G: 2.6; H: 6.7; I: 0.8
CCOc1ccc(C(=O)NCc2ccc3c(c2)OCO3)cc1
  A: 5.7; B: 4.0; C: 113.4; D: 3.0; E: 0.0; F: 111.6; G: 2.2; H: 1.8; I: 1.7

A draw from above in order of heavy-atom count, falling.
Letters – A = MCL1 BIM primary; B = GLD-1 TGE inh; C = AGP1 TOR yeast; D = Fam108B counter; E = GRK2 aptamer HTS; F = CIT2 TOR yeast; G = BCLXL inh; H = VLA-4 inh; I = MEX-5 binding
CC(=O)N/C(=C\c1ccccc1)C(=O)OCC(=O)N(CC(C)C)c1c(N)n(Cc2ccccc2)c(=O)[nH]c1=O
  A: -24.1; B: -6.3; C: 98.9; D: 1.3; E: 4.0; F: 99.5; G: -14.2; H: 4.8; I: -0.4
Cc1ccc(C(C(=O)NC2CCCCC2)N(Cc2cccnc2)C(=O)C2COc3ccccc3O2)o1 (centres undefined)
  A: 3.0; B: 2.2; C: 94.6; D: -1.4; E: 1.0; F: 100.3; G: 5.1; H: 23.8; I: 1.0
COC(=O)C1=C(N)Oc2cc(C)[nH]c(=O)c2C1c1cc(OC)c(OC)c(OC)c1 (centres undefined)
  A: 0.0; B: 6.0; C: 114.2; D: -2.2; E: 0.0; F: 104.4; G: 0.8; H: 25.6; I: -0.3
COCCNC(=O)CCc1nnc2ccc(N3CCC(C)CC3)nn12
  A: 1.9; B: -6.6; C: 102.9; D: 0.7; E: 0.0; F: 116.3; G: 5.3; H: 9.1; I: 0.1
CCn1c(/C=N/c2nc3ccccc3n2C)nc2ccccc21
  A: 4.9; B: 6.0; C: 102.5; D: -2.7; E: 1.0; F: 90.4; G: 4.7; H: 20.4; I: 1.1
CCOc1ccc(C(=O)NCc2ccc3c(c2)OCO3)cc1
  A: 5.7; B: 4.0; C: 113.4; D: 3.0; E: 0.0; F: 111.6; G: 2.2; H: 1.8; I: 1.7
COc1ccc(NC(=O)C2CCCCN2N)cc1OC (centres undefined)
  A: 7.4; B: 6.4; C: 109.4; D: 0.4; E: 0.0; F: 96.8; G: 2.6; H: 6.7; I: 0.8

New compounds follow:
Letters – A = MCL1 BIM primary; B = GLD-1 TGE inh; C = AGP1 TOR yeast; D = Fam108B counter; E = GRK2 aptamer HTS; F = CIT2 TOR yeast; G = BCLXL inh; H = VLA-4 inh; I = MEX-5 binding
S=c1[nH]nc(Cc2ccc(Br)cc2)n1/N=C/c1ccc(Cl)cc1
  A: -9.9; B: 9.3; C: 102.5; D: 2.7; E: 3.0; F: 94.6; G: -10.5; H: -15.3; I: -1.6
CC(/C=C/c1ccccc1)=N\NC(=O)c1cc(C)nc2ccccc12
  A: 3.5; B: -3.2; C: 95.7; D: -3.8; E: 4.0; F: 92.2; G: 1.4; H: 5.8; I: -2.8
CCOC(=O)CN1CC23C=CC(O2)C(C(=O)Nc2ccc(OCC)cc2)C3C1=O (centres undefined)
  A: 7.6; B: 6.7; C: 103.7; D: -0.9; E: 0.0; F: 97.8; G: 7.7; H: 28.7; I: 1.4
Cc1cccc(C(=O)Nc2c3c(nn2C(C)(C)C)CS(=O)(=O)C3)c1
  A: 4.1; B: 12.5; C: 104.0; D: 1.4; E: 0.0; F: 109.5; G: -1.9; H: -8.0; I: -2.2
Cc1ccc(S(=O)(=O)N2CCC(=O)N(C(COCc3ccc(Cl)cc3Cl)Cc3ccccc3)CC2)cc1 (centres undefined)
  A: -1.0; B: 10.3; C: 86.4; D: -2.5; E: 0.0; F: 86.8; G: -2.4; H: 0.0; I: 0.1
O=C(Cn1nnc2ccccc21)OCc1ccccc1
  A: -0.8; B: 1.0; C: 83.4; D: 2.9; E: 0.0; F: 89.6; G: 5.9; H: 0.0; I: 0.7
CCc1nnc(NC(=O)c2ccc(NC(=O)C(C)C)cc2)s1
  A: 0.6; B: -2.8; C: 94.9; D: 2.3; E: 1.0; F: 92.8; G: -2.4; H: 8.2; I: 1.3
C=C(C)C(C)(C#CCN1CCCC1)OC(C)=O (centres undefined)
  A: 0.8; B: 1.6; C: 100.9; D: -0.2; E: 2.0; F: 105.0; G: 4.7; H: -4.4; I: -1.7
CCCCC1=CC2=C(c3ccco3)C(=O)C(C)(OC(=O)c3ccc(OC)cc3)C(=O)C2=CN1C(CO)CO (centres undefined)
  A: 24.7; B: 33.7*; C: 105.6; D: 0.7; E: 0.0; F: 94.4; G: 25.2; H: 38.8; I: -22.7
S=C1NCN(CCc2ccccc2)CN1Cc1ccccc1
  A: 3.4; B: 6.7; C: 119.0; D: 3.9; E: 1.0; F: 114.1; G: 0.3; H: 0.8; I: 0.0

2 compounds drawn at random from those above:
Letters – A = MCL1 BIM primary; B = GLD-1 TGE inh; C = AGP1 TOR yeast; D = Fam108B counter; E = GRK2 aptamer HTS; F = CIT2 TOR yeast; G = BCLXL inh; H = VLA-4 inh; I = MEX-5 binding
CCc1nnc(NC(=O)c2ccc(NC(=O)C(C)C)cc2)s1
  A: 0.6; B: -2.8; C: 94.9; D: 2.3; E: 1.0; F: 92.8; G: -2.4; H: 8.2; I: 1.3
Cc1cccc(C(=O)Nc2c3c(nn2C(C)(C)C)CS(=O)(=O)C3)c1
  A: 4.1; B: 12.5; C: 104.0; D: 1.4; E: 0.0; F: 109.5; G: -1.9; H: -8.0; I: -2.2

Next part:
Molecule	MCL1 BIM primary	GLD-1 TGE inh	AGP1 TOR yeast	Fam108B counter	GRK2 aptamer HTS	CIT2 TOR yeast	BCLXL inh	VLA-4 inh	MEX-5 binding
CC(O)Cc1cn(CC(=O)N2CCNCC2)nn1 (centres undefined)	3.5	6.3	98.8	-3.4	2.0	109.2	2.1	-0.8	1.5
CCCC1=Nc2cc(C(=O)NCCCOCC)ccc2Sc2ccccc21	3.0	-5.3	107.3	-4.6	2.0	114.2	5.8	23.5	0.5
CC(C)c1ccc(C(=O)OCC(=O)c2c(N)n(C)c(=O)n(C)c2=O)cc1	·	5.6	102.0	·	1.0	103.8	·	10.4	·
O=C(COc1ccc(Cl)cc1)NCc1nnc(SCC(=O)NCCc2ccccc2)o1	2.9	2.7	95.9	-2.3	3.0	88.3	-1.6	-5.9	2.2
CS/C(=N\S(=O)(=O)c1cccs1)Nc1ccc(Cl)cc1	2.3	5.6	96.4	-3.0	1.0	96.3	3.4	21.2	2.1
CCOC(=O)CSc1c(-c2ccccc2)c2cc(Cl)ccc2[nH]c1=O	10.9	7.2	89.0	1.1	0.0	93.8	7.3	-9.1	-4.1
Cc1cc(C(=O)N2CCN(c3ccc([N+](=O)[O-])cc3)CC2)c(C)o1	-1.8	-4.6	99.6	-1.4	1.0	101.1	-4.0	1.9	-3.2

Looked up above:
`COC(=O)C1=C(N)Oc2cc(C)[nH]c(=O)c2C1c1cc(OC)c(OC)c(OC)c1` (centres undefined) @ MEX-5 binding: -0.3
`CCCCC1=CC2=C(c3ccco3)C(=O)C(C)(OC(=O)c3ccc(OC)cc3)C(=O)C2=CN1C(CO)CO` (centres undefined) @ Fam108B counter: 0.7
